Screens as filed in PubChem.
PAX8 reporter: lowers PAX8-driven luciferase in RMG-I cells; inhibition, % at 12.6 µM; AID 652154; RMG-I TPO-luciferase reporter, SteadyGlo, 24 h; hit rate 1.2% among 360,000;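 active = mean replicate inhibition at least 60% with every replicate also reaching 60%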;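 note: luciferase light reporting Pax8 driven TPO promoter activity; plate controls were median of neutral control wells for no effect and mitoxantrone controls for full effect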
EWS-Fli inh: blocks EWS/Fli oncoprotein-driven transcription; A673 NR0B1-luciferase reporter, viability-normalised; inhibition, % at 12.6 µM; hit rate 0.67% among 350,000; AID 651661;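 active = mean inhibition of at least 50% after viability correction, with every replicate also passing that limit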;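 note: firefly luciferase signal divided by Alamar Blue viability fluorescence both relative to DMSO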
DENV2 CPE rescue: DENV2-induced cell death inhibition | DENV2-infected cells, cytopathic effect rescue, plate reader | CPE inhibition, % at 9.99 µM | hit rate 1.7% among 350,000 | AID 651640; in the data active = CPE inhibition above about 20%, passing the limit was not always enough; tested in BHK-21 cells;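 note: 0% = median of neutral control wells and 100% = median of positive control wells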
LGR2 antag: Drosophila LGR2 receptor signaling inhibition | HEK293 LGR2, CRE-luciferase, bursicon-stimulated, 4 h | inhibition, % at 9.99 µM | hit rate 0.35% among 380,000 | AID 720647;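 active = drop in luminescence signal, shown as inhibition above about 50% in the replicate tests, limit read from the data, passing the limit was not always enough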;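 note: agonist challenge used bursicon conditioned medium at about half maximal strength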
ARNT TACC3 PPI: disruptors of human ARNT/TACC3 interaction; Q9Y6A5; AlphaScreen His-ARNT PAS-B/GST-TACC3 binding, luminescence; TACC3 fragment carries E629A point mutation; inhibition, % at 9.99 µM; hit rate 0.66% among 390,000; AID 623870;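 active = mean inhibition of replicates at least 50% and at least half of replicates each reaching 50%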;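 note: 0% = complete ARNT plus TACC3 wells and 100% = ARNT alone without TACC3; many hits fall short of the cut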
SIRT5 inh: sirtuin-5 (human) deacylase inhibition; hit rate 1.1% among 330,000; inhibition, % at 15 µM; Purified SirT5, succinyl-peptide AMC, trypsin-coupled fluorescence; AID 652115; in the data active = inhibition above about 15%
Target sequence (Q9NXA8 whole entry, looked up): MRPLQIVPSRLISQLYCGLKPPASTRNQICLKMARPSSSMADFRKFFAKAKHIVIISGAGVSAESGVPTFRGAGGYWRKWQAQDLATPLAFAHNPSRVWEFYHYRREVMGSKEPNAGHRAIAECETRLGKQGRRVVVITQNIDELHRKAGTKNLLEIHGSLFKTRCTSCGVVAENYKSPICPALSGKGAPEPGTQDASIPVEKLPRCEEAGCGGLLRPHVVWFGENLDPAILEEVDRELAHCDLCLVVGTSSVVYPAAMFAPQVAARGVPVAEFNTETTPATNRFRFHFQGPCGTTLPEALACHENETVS
Casp6 inh: blocks human caspase-6 cleavage activity. P55212. purified caspase-6, Z-VEID-R110 cleavage fluorescence. inhibition, % at 12.5 µM. hit rate 0.53% among 350,000. AID 686996;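 active = mean inhibition across replicates at least about 35%, with every replicate also reaching that limit, limit read from the data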;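 note: 0% = median of neutral control wells and 100% = no fluorescence left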
Target sequence (P55212 24-179 limits assumed): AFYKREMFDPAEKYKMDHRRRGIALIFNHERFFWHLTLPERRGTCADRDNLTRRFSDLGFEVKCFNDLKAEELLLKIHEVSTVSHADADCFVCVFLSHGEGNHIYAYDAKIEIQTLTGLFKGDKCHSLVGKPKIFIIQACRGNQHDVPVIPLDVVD
Target sequence (P55212 194-293 limits assumed): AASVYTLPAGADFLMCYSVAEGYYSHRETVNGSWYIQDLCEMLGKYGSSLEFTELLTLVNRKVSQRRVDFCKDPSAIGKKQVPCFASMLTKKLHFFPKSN
* hit, by the source's call; / = no result given. Rows were taken by chance. Share with any hit: about 4.9%.

SMILES | PAX8 reporter | EWS-Fli inh | DENV2 CPE rescue | LGR2 antag | ARNT TACC3 PPI | SIRT5 inh | Casp6 inh
O=C(NCC1CCCN(C(=O)c2cc(Cl)ccc2F)C1)c1ccc(F)cc1 (stereo not given) | -3 | / | 1 | 3 | -2 | -3 | 2
O=C(NC1CCCC1)C(c1ccncc1)N(C(=O)Cn1nnc(-c2ccccc2F)n1)c1cccc(F)c1 (stereo not given) | 2 | -2 | 1 | -4 | 0 | -5 | -3
O=C(Nc1cccc(Cl)c1)N[C@@H]1CC[C@H](CCNC(=O)C2CCC2)O[C@@H]1CO | -2 | -3 | 16 | 7 | -9 | 4 | 2
CCn1nc(C)c(NC(=O)c2ccc(Br)o2)c1C | -42 | -2 | 6 | -18 | 7 | 3 | 5
CCOC(=O)c1csc(NC(=O)Nc2cccc(Cl)c2)n1 | 2 | -2 | -4 | / | -6 | -2 | 0
CSc1ccc(Cn2c(C)c(C(=O)NCc3cccs3)sc2=O)cc1 | 8 | 13 | -1 | 2 | / | / | -2
CC(=O)c1ccc(NC(=O)CSC2=NS(=O)(=O)c3cc(Cl)ccc3N2)cc1 | -7 | 1 | 2 | 9 | -2 | -2 | 4
COc1cccc(CN2CC(C(=O)NCC3CCOCC3)CCC2=O)c1 (stereo not given) | -2 | / | 7 | 6 | -6 | -22 | -3
CN(CC(=O)Nc1ccccc1Br)C(=O)c1cc(S(=O)(=O)N(C)C)ccc1N1CCCC1 | 23 | 1 | 0 | -10 | 0 | -2 | 1
COc1ccc(NC(=S)NNC(=O)c2ccc(S(=O)(=O)N3CCOCC3)cc2)cc1 | -30 | 8 | -3 | 4 | -2 | 1 | 1
O=C(CCn1cnnn1)Nc1ccccc1 | -3 | -2 | / | -11 | 3 | -2 | 0
Cc1ccc[n+](C2C(c3ccc([N+](=O)[O-])cc3)C(C#N)=C([S-])NC2(O)C2CC2)c1 (stereo not given) | 7 | -12 | 6 | -9 | 4 | 0 | -19
C[C@H](CO)N1C[C@H](C)[C@@H](CN(C)C)Oc2ccc(NC(=O)Cn3cnnn3)cc2C1=O | -9 | -9 | 18 | 21 | 1 | -8 | -7
CSc1nc2nc(C)c(C/C=C/c3ccccc3)c(=O)n2[nH]1 | -8 | 8 | 14 | 7 | -10 | -1 | 9
Cc1cc(NS(=O)(=O)c2ccc(NC(=O)COc3ccccc3[N+](=O)[O-])cc2)no1 | 21 | / | 0 | -11 | 11 | 3 | 74*
CCN(CC)Cc1oc(CO)cc(=O)c1O | -10 | 0 | 0 | -9 | 6 | 0 | 7
C[C@H]1CN([C@@H](C)CO)C(=O)c2cc(C#Cc3ccccc3)cnc2O[C@H]1CN(C)C(=O)CN(C)C | / | 21 | -3 | -3 | 1 | -3 | -1
C[C@@H]1CN([C@H](C)CO)C(=O)c2cc(NC(=O)CCCN(C)C)ccc2O[C@@H]1CN(C)C(=O)NC1CCCCC1 | -13 | / | -1 | -9 | -3 | -2 | -1
O=C(O)/C=C/C(=O)Nc1ccc2nccnc2c1 | -7 | -32 | -3 | 14 | / | -2 | 9
COc1ccc(CNC(=O)CN(Cc2ccc(Cl)cc2)C(=O)c2csnn2)cc1 | -15 | 4 | 5 | -4 | -4 | -6 | -3
COc1cccc(CN=CC2=C(O)CC(C)(C)CC2=O)c1OC | / | 1 | -7 | 8 | 2 | 5 | /
Cc1cc(CNC[C@H]2O[C@@H](n3cnc4c(N)ncnc43)[C@H](O)[C@@H]2O)no1 | -2 | -1 | 2 | -11 | / | -4 | 1
COc1ccc(C)cc1N(CC(=O)N1CCCCCC1)S(=O)(=O)c1ccc(C)cc1 | 12 | 4 | -7 | -17 | -3 | 1 | -2
COC(=O)C1CCN(C(=O)Nc2ccccc2)CC1 | 1 | -9 | 2 | -8 | / | 1 | 2
COc1ccc2c(=O)cc(-c3ccccc3F)oc2c1 | -91 | -61 | 3 | -47 | 3 | -3 | -1

The list goes on; the last two above are carried over.
SMILES | PAX8 reporter | EWS-Fli inh | DENV2 CPE rescue | LGR2 antag | ARNT TACC3 PPI | SIRT5 inh | Casp6 inh
COC(=O)C1CCN(C(=O)Nc2ccccc2)CC1 | 1 | -9 | 2 | -8 | / | 1 | 2
COc1ccc2c(=O)cc(-c3ccccc3F)oc2c1 | -91 | -61 | 3 | -47 | 3 | -3 | -1
Cc1ccc(-c2ccc([C@@H]3[C@H](CO)N4C(=O)CN(C(=O)Nc5ccc(F)cc5)C[C@@H]34)cc2)cc1 | / | 8 | 13 | -2 | / | 2 | 0
Cc1cc(S(=O)(=O)N(Cc2ccc(F)cc2)CC2CCCO2)ccc1-n1cnnn1 (stereo not given) | / | 0 | -6 | -1 | -13 | -1 | 1
CC(NC(=O)C1CCCN1S(=O)(=O)c1ccc2c(c1)n(C)c(=O)c(=O)n2C)c1ccccc1 (stereo not given) | 15 | -2 | 1 | -2 | -4 | 0 | 3
O=C(NN1C(=O)C2C(c3ccccc3)C=CC(c3ccccc3)C2C1=O)c1ccccc1 (stereo not given) | 12 | 13 | 1 | 1 | 0 | -1 | 0
COc1ccc(S(=O)(=O)N2CCN(C)CC2)c(C)c1 | -7 | -9 | -3 | 8 | 1 | / | -2
C/C(=N\N=C\c1cccc(F)c1)c1nnn(-c2nonc2N)c1C | 44 | 1 | -5 | -17 | -2 | 8 | 6
CN(C)CCCNC(=O)C(=O)Nc1cc2c3c(c1)CC(=O)N3CCC2 | -11 | -7 | 1 | 9 | 4 | 1 | -173
Cc1ccc2oc(=O)c3cnn(CC(=O)NCCCOC(C)C)c3c2c1 | 9 | 4 | -1 | -7 | -4 | 0 | 1
O=C(COC(=O)c1ccc(O)cc1)Nc1ncc(Cl)cc1Cl | 22 | 13 | 4 | / | -4 | 2 | 3
COCCNc1nnc(SCC(=O)NNC(=O)c2ccccc2)s1 | -3 | -7 | 1 | -7 | -1 | 0 | 0
CC1CN(C(=O)c2ccn(C)n2)CC(C)O1 (stereo not given) | -9 | -3 | -13 | 11 | 0 | -2 | 0
Cc1cc(C)nc(Nc2nc(C(N)c3ccccc3)cs2)n1 (stereo not given) | 20 | -7 | 7 | -2 | / | -3 | 2
O=S(=O)(c1cccc(F)c1)N1[C@@H]2CNC[C@H]1C2c1ccc(-c2ccncc2)cc1 (stereo not given in full) | / | / | -6 | 11 | / | -6 | 2
CN(C(=O)c1ccc(OC2CCN(CCc3ccccc3)CC2)cc1)C1CCOCC1 | 10 | 2 | / | -1 | 5 | -3 | -1
CCOC(=O)c1[nH]c2c(c1-c1ccccc1)C(=O)CC(c1ccccc1)C2 (stereo not given) | -80 | -50 | -3 | -44 | / | / | 0
CN(C)C(=O)C[C@H]1C[C@H]2c3cc(NC(=O)Nc4ccc(F)cc4)ccc3O[C@H]2[C@@H](CO)O1 | 15 | -1 | -5 | 11 | 1 | 4 | 2
N#Cc1nc(Cc2cccc3ccccc23)oc1NCc1ccco1 | / | 6 | -6 | 15 | -15 | -1 | -5
CC(=O)N/N=C(\C)CC(=O)NC(C)(C)C | 18 | 7 | -3 | -22 | -7 | -2 | 0
O=C1C=C(c2ccc(Oc3ccccc3)cc2)C[C@@H](c2ccc(F)cc2)C1 | -3 | -3 | -8 | -24 | -1 | / | 1
O=C1NC[C@H](CC2CCCCC2)N(CCC23CC4CC(CC(C4)C2)C3)C1=O | 16 | 6 | -13 | -2 | / | / | -5
O=Cc1cccnc1SCc1ccccc1 | 2 | 1 | -2 | -22 | -4 | -2 | 1
C[C@H]1CN([C@@H](C)CO)C(=O)c2cc(-c3cccc(F)c3)cnc2O[C@H]1CN(C)S(=O)(=O)c1cccc(F)c1 | / | -6 | 8 | 17 | 3 | 0 | 1
C[C@@H]1CCCCO[C@@H](CN(C)S(=O)(=O)c2cccs2)[C@@H](C)CN([C@@H](C)CO)C(=O)c2cc(NS(=O)(=O)c3cccs3)ccc2O1 | -23 | -3 | 13 | 17 | 1 | -8 | 1
C[C@H](CO)N1C[C@H](C)[C@@H](CN(C)C(=O)Nc2cccc3ccccc23)Oc2ccc(NC(=O)NC3CCCCC3)cc2C1=O | 26 | 4 | 5 | 2 | 3 | 4 | 5
NS(=O)(=O)c1ccc(CNC(=O)/C=C/c2c(F)cccc2Cl)cc1 | 2 | -17 | 3 | -20 | -4 | -4 | -1

Reformatted as a markdown table: three of the compounds above.
| molecule | PAX8 reporter | EWS-Fli inh | DENV2 CPE rescue | LGR2 antag | ARNT TACC3 PPI | SIRT5 inh | Casp6 inh |
| --- | --- | --- | --- | --- | --- | --- | --- |
| C[C@@H]1CN([C@H](C)CO)C(=O)c2cc(NC(=O)CCCN(C)C)ccc2O[C@@H]1CN(C)C(=O)NC1CCCCC1 | -13 | / | -1 | -9 | -3 | -2 | -1 |
| C/C(=N\N=C\c1cccc(F)c1)c1nnn(-c2nonc2N)c1C | 44 | 1 | -5 | -17 | -2 | 8 | 6 |
| CCn1nc(C)c(NC(=O)c2ccc(Br)o2)c1C | -42 | -2 | 6 | -18 | 7 | 3 | 5 |

More results follow:
SMILES | PAX8 reporter | EWS-Fli inh | DENV2 CPE rescue | LGR2 antag | ARNT TACC3 PPI | SIRT5 inh | Casp6 inh
CCNS(=O)(=O)c1ccc(CCC(=O)N2CCN(c3ccc(OC)cc3)CC2)cc1 | 14 | -2 | 7 | -12 | 9 | -5 | 1
COc1cccc(OC)c1C(=O)NC(=S)NCc1ccco1 | 0 | -1 | -4 | -5 | 12 | -11 | /
Cn1ccc2c(N3CCCCCC3)cc3c(c21)C1CCC3C1 (stereo not given) | 28 | -2 | 3 | 2 | / | -2 | -1
COCC(=O)Nc1ccc2c(c1)OC[C@H](C)N(C(C)=O)C[C@H](C)[C@H](OC)CN(C)C2=O | -12 | 5 | / | -19 | / | / | /
CC1CCC(NC(=O)c2cc3c(s2)CS(=O)(=O)C3)CC1 (stereo not given) | / | -19 | 7 | 1 | -30 | -1 | 3
Fc1ccc(CSc2ccc3nnc(-c4ccccn4)n3n2)cc1 | 15 | 21 | 17 | -5 | 21 | 0 | 1
O=C(COc1ccc(Cl)cc1)Nc1ccc(C(=O)O)cc1NC(=O)COc1ccc(Cl)cc1 | -26 | / | -9 | -1 | 4 | -2 | 13
CCCC(=O)Nc1ccc2c(c1)OC[C@H](C)N(C(=O)C1CCCC1)C[C@H](C)[C@@H](OC)CN(C)C2=O | / | -15 | -2 | -7 | -8 | -8 | -1
COc1ccccc1C(=O)NCCOc1ccc(C)c(C)c1 | 2 | -12 | 7 | / | -3 | 0 | 1
CNC[C@@H]1OCCCC[C@H](C)Oc2ccc(NC(=O)Cc3ccccc3)cc2C(=O)N([C@@H](C)CO)C[C@H]1C | -2 | -8 | 44* | 13 | 0 | -1 | -1
C[C@@H]1CN([C@@H](C)CO)C(=O)Cc2cc(NC(=O)Cc3cn(C)c4ccccc34)ccc2O[C@@H]1CN(C)Cc1ccc(Oc2ccccc2)cc1 | 17 | 18 | 1 | -19 | 14 | / | /
OCC[C@@H]1C[C@@H](O)[C@H](O)[C@@]2(Cc3ccccc3CCO2)O1 | -15 | -3 | 4 | 2 | -4 | -3 | -2
Cc1ccc(C)c(S(=O)(=O)N2CCN(c3nc(-c4cccnc4)nc4ccccc34)CC2)c1 | 4 | 9 | 6 | / | 4 | 1 | 1
CC(C)[C@H]1COCCS(=O)(=O)N1Cc1ccccc1-c1cccc2c1sc1ccccc12 | 14 | -13 | -5 | 9 | / | / | -2
O=C(c1cccc(OC2CCN(Cc3cc(F)cc(F)c3)CC2)c1)N1CCCC1 | 10 | / | 12 | -2 | / | -10 | -3
Cc1ccc(OCC(=O)N(Cc2ccccc2)c2ccccn2)cc1 | -3 | 3 | -6 | -28 | -11 | 2 | 2
Cc1ccc(S(=O)(=O)NC(CC(C)C)C(=O)NCCCn2nc(C)cc2C)cc1 (stereo not given) | 15 | 4 | / | 6 | -3 | -2 | -5
O=C(COC(=O)c1cccnc1Cl)NC(=O)c1ccc(OC(F)F)cc1 | -6 | -2 | -10 | -2 | 2 | -1 | 0
CO[C@@H]1CN(C)C(=O)c2cc(NC(=O)Cc3ccccc3)ccc2OC[C@@H](C)NC[C@@H]1C | 0 | 1 | -1 | 2 | -7 | 0 | /
Cc1csc(SC(C)C(=O)NCc2ccc3c(c2)OCO3)n1 (stereo not given) | 19 | 11 | 0 | 10 | -2 | -1 | -1
COc1ccc(C2CC(c3ccccc3)=NN2C(=O)COC(=O)c2cccc(S(=O)(=O)N3CCOCC3)c2)cc1 (stereo not given) | 23 | / | / | -11 | 1 | / | /

Records listed so far marked active in Casp6 inh:
molecule	LGR2 antag	ARNT TACC3 PPI	SIRT5 inh	Casp6 inh
Cc1cc(NS(=O)(=O)c2ccc(NC(=O)COc3ccccc3[N+](=O)[O-])cc2)no1	-11	11	3	74*
